Screens from PubChem.
PMI activator: phosphomannose isomerase (human) activation | P34949 | purified human PMI, coupled resazurin fluorescence, 20 min; active compounds read high; 1 = vehicle control, 0 substrate-free wells | activation factor at 20 µM | actives 0.005% (n = 190,000) | AID 1214;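 active means activation factor of 2 or more at 20 µM, relative to plate controls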
Target sequence (P34949 whole entry, looked up): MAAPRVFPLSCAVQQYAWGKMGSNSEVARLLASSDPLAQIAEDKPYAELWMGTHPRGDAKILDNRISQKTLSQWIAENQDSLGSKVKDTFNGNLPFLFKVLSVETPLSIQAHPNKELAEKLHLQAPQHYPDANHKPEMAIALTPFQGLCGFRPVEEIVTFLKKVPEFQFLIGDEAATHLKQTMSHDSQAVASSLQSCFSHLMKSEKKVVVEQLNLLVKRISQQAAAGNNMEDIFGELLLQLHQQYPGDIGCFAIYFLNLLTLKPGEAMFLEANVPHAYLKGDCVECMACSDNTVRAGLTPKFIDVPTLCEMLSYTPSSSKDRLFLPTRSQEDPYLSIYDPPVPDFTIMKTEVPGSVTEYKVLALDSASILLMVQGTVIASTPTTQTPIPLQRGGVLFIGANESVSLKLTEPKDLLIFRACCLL
Efa HMGR inh: E. faecalis class II HMG-CoA reductase inhibition; AID 1066; inhibition, % at 10 µM; purified E. faecalis HMGR, NADPH absorbance 340 nm kinetic; actives 0.41% (n = 190,000);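 active means inhibition above a set limit, the median over all tested compounds plus 3 SD, cut at about 9.5% in these data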;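 further: enzyme runs in reverse so mevalonate oxidation gives rising NADPH absorbance; 0% = complete reaction with DMSO and 100% = background rate lacking mevalonate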
TNAP inh hi DEA: inhibitors of human TNAP at high phosphate acceptor concentration; P05186; purified TNAP, CDP-star luminescence, 1 M DEA; inhibition, % at 20 µM; actives 0.03% (n = 200,000);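 active means over 50% inhibition of tissue-nonspecific alkaline phosphatase at 20 µM in the single-dose screen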;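 further: plate controls were DMSO wells for no effect and EDTA-quenched wells as full inhibition for full effect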
TNAP act hi DEA: increases human TNAP activity under high phosphate acceptor concentration; P05186; purified TNAP, CDP-star luminescence, 1 M DEA, 30 min; active compounds read high; 0 = EDTA background, 1 = DMSO-only activity; activation factor at 20 µM; 200,000 tested, under 10 active; AID 1136;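 active means activation factor at least 2 at 20 µM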
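Control set: EDTA negative control, DMSO positive control / Assay system: human TNAP / Quantity: TNAP 1/800 final / Evaluation: TNAP activation factor scaled between EDTA and DMSO control wells / Measured by: luminescent substrate turnover signal / Compound dosing: one dose, 20 µM / Times: 30 min enzyme reaction at room temperature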
G6PDH CS: inhibits Leuconostoc G6PDH, flagging false hits in G6PDH-based assays; Purified L. mesenteroides G6PDH, diaphorase/resazurin coupled fluorescence, 45 min; actives 0.12% (n = 200,000); AID 1020; inhibition, % at 5 µM; in the data active means inhibition above about 50%
TNAP inh no acc: TNAP (human) inhibition, acceptor-free conditions; purified TNAP, CDP-star luminescence, 30 min; inhibition, % at 20 µM; AID 1012; actives 0.26% (n = 200,000); P05186;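 active means tissue-nonspecific alkaline phosphatase inhibition above about 50% at 20 µM in the single-dose screen, limit read from the data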;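 further: 0% = DMSO negative control and 100% = EDTA positive control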
PMI act hi M6P: increases human PMI activity with near-saturating mannose 6-phosphate; coupled PMI enzyme assay, resazurin fluorescence, 20 min; active compounds read high; 1 = untreated enzyme, 0 = substrate-free blank; activation factor at 20 µM; actives 0.34% (n = 190,000); P34949;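 active means activation factor of 2 or more at 20 µM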
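Material: human phosphomannose isomerase with PGI, G6PDH, diaphorase coupling enzymes. Quantity: 15 ng/mL PMI. Medium: HEPES pH 7.4 buffer with MgCl2 and Tween-20. Reagent: Near-saturating mannose-6-phosphate, 1.0 mM. Compound: 20 µM single dose. Times: enzyme reaction with compound 20 min at room temperature. Detection: resorufin fluorescence at Ex 544/Em 590 nm.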
Diaph act CS: activates diaphorase or chemically reduces, flagging diaphorase assay artifacts; actives 0.005% (n = 190,000); Diaphorase/resazurin coupled assay, resorufin fluorescence, 16 min; active compounds read high; 1 = vehicle wells, 0 = NADH-free wells; AID 1229; activation factor at 20 µM;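 active means diaphorase activity raised at least twofold by the compound at 20 µM; inactive means activation factor below 2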
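Measured by – red resorufin fluorescence at 544/590 nm excitation/emission · Test system – Clostridium kluyveri diaphorase, purified enzyme · Incubation – reaction time 16 min, room temperature · Buffer or medium – 50 mM HEPES pH 7.4 with 4.542 mM MgCl2, 0.005% Tween 20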
Diaph inh CS: counter-screen for diaphorase-based assays: diaphorase inhibitors and chemical oxidizers; AID 1217; diaphorase resazurin-to-resorufin fluorescence, NADH, 16 min; bacterial (C. kluyveri) enzyme, not human; actives 0.69% (n = 190,000); inhibition, % at 20 µM;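 active means primary screen inhibition at 20 µM above a set limit, cut at about 50% in these data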;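 further: plate controls were DMSO with full reaction for no effect and wells lacking NADH for full effect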
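Benchmarks: positive control wells lacking NADH, neutral wells with DMSO only. System: bacterial diaphorase enzyme (C. kluyveri). Input: 0.14 U/mL diaphorase, enzyme working solution. Detection: resorufin fluorescence, excitation 544 nm, emission 590 nm. Times: 16-min room-temperature incubation before reading.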
FLuc stim CS: firefly luciferase counter-screen for stimulation assays. 200,000 tested, under 10 active. activation factor at 10 µM. P08659. ATPlite luciferase biochemical, luminescence, 10 min; 0 = ATP-free wells, 1 = DMSO control;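 active means luciferase activation factor, scaled between plate controls, of at least 2 with compound at 10 µM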
Target sequence (P08659 whole entry, looked up): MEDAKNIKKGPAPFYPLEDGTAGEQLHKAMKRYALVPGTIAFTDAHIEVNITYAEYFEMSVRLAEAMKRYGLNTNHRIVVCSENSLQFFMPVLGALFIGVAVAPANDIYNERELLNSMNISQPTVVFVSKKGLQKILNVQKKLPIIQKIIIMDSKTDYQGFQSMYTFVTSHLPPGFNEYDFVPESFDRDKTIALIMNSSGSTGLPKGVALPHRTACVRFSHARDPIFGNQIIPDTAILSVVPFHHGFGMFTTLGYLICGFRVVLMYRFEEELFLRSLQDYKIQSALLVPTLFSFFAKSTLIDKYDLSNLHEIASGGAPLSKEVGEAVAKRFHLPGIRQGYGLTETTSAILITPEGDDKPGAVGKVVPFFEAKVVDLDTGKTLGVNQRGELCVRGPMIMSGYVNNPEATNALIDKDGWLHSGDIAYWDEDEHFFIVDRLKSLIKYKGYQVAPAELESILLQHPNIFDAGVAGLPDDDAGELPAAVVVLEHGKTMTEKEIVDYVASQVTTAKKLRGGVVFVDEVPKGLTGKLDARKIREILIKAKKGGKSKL
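test system = cell-free luciferase reagent | medium = PBS as buffer for the ATP substrate | dosing = test compounds dosed from 2 mM stocks in 100% DMSO | incubation = 10 min at ambient temperature | detection = luminescence measurement of luciferase light output | benchmarks = low control with PBS replacing ATP, high control enzyme plus ATP without compound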
Numbers without * were called inactive; · = not tested or not shown.

SMILES | PMI activator | Efa HMGR inh | TNAP inh hi DEA | TNAP act hi DEA | G6PDH CS | TNAP inh no acc | PMI act hi M6P | Diaph act CS | Diaph inh CS | FLuc stim CS
COc1ccc2cc(CN(CCCN3CCOCC3)Cc3nnnn3C3CCCCC3)c(=O)[nH]c2c1 | 1 | 5 | -7 | 1.1 | 5 | -10 | 1 | 1.1 | -9 | 1
CC(c1ccc(Cl)cc1)n1c(-c2ccc3ccccc3n2)n[nH]c1=S (configuration not stated) | 0.9 | 1 | 3 | 1 | 9 | 3 | 0.9 | 0.8 | 24 | 1.1
Cc1ccc(C2C(C(=O)c3cccs3)=C(O)C(=O)N2c2nnc(C)s2)cc1 (configuration not stated) | 1.4 | -1 | -4 | 1 | 10 | -15 | 1.3 | 1.1 | -9 | 1
Cc1ccc(-n2ncc(C#N)c2/N=C/N2CCOCC2)cc1 | 0.9 | -4 | 1 | 1 | -7 | -7 | 0.9 | 0.9 | 10 | 1
COCCNC(=O)/C(C#N)=C/c1ccc(OC(=O)c2cccs2)c(OC)c1 | 1 | -1 | 4 | 1 | 4 | -10 | 1 | 0.9 | 13 | 1.1
O=C(Cc1ccc(Cl)cc1)Nc1ccncc1 | 1 | 1 | -2 | 1 | 8 | -3 | 0.9 | 0.9 | 14 | 1.1
O=C(CSc1nnc(C2COc3ccccc3O2)o1)N1CCOCC1 (configuration not stated) | 1.2 | -2 | -10 | 1.1 | 2 | -16 | 1 | 0.9 | 6 | 1.1
CCc1nc2oc3ccccc3c(=O)c2c(=O)n1-c1ccccc1 | 0.9 | 1 | -1 | 1 | 8 | -4 | 1 | 0.9 | 5 | 1
CCOC(=O)c1cccc(NC(=O)C2CCCN2S(=O)(=O)c2cccc3cccnc23)c1 (configuration not stated) | 1 | 3 | -9 | 1.1 | 15 | -4 | 1 | 0.8 | 15 | 1.1
Cc1cccc(NC(=O)c2ccc(CN3CCc4ccccc4C3)cc2)c1C | 0.9 | 1 | -1 | 1 | 8 | -8 | 0.9 | 1 | -2 | 1
O=C(CN1CCN(c2ccccn2)CC1)Nc1ccc(F)cc1 | 1 | -3 | 3 | 1 | 11 | 37 | 1.1 | 0.8 | 18 | 1
COc1ccc(CCN(C(=O)c2ccc(F)cc2)C2=CC3CCC(C2)N3C)cc1OC (configuration not stated) | 1 | · | 0 | 1 | 0 | -13 | 1 | 1 | 4 | 1
COc1ccc(C(C(=O)NC2CCCCC2)N(C(=O)CCl)c2cccc(Cl)c2)cc1 (configuration not stated) | 0.9 | -8 | -4 | 1 | 12 | -5 | 1 | 1 | 2 | 1
CC(C)(CO)NC12CC3CC(CC(C3)C1)C2 | 1 | -3 | -5 | 1 | 2 | -14 | 1.1 | 1.1 | -5 | 1
COC(=O)C(Cc1c[nH]c2ccccc12)NC(=O)C(C)C (configuration not stated) | 1 | -2 | -3 | 1 | 4 | -9 | 1 | 0.9 | 6 | 1.1
CCOC(=O)COc1cc(-n2c(=S)[nH]c3cc(OC)c(OC)cc3c2=O)c(Cl)cc1Cl | 0.9 | -4 | -6 | 1.1 | 10 | -5 | 0.8 | 0.8 | 19 | 1
Cc1n(CC(=O)c2ccc(F)cc2)c2ccccc2[n+]1C | 1 | -4 | -3 | 1 | 5 | -4 | 1 | 0.9 | 12 | 1.1
CN(c1ccc(C(=O)O)cc1)S(=O)(=O)c1ccc(Cl)cc1 | 1 | 6 | -6 | 1.1 | 8 | -9 | 1.1 | 0.9 | 7 | 1
O=c1c2ccccc2nnn1Cc1ccccn1 | 1 | -6 | -3 | 1 | 8 | -15 | 1.1 | 0.8 | 15 | 1
CC1CCN(S(=O)(=O)c2ccc(C(=O)NCc3cccnc3)cc2)CC1 | 1 | 1 | 0 | 1 | 2 | -5 | 1 | 0.9 | 5 | 1
Nc1ccccc1C(=O)N(Cc1ccccc1)Cc1ccccc1 | 1 | -6 | -4 | 1 | 10 | -7 | 1 | 0.9 | 12 | 1.1
CC(=O)n1cc([C@@H]2C=C(C(=O)Nc3ccccc3)O[C@H](OCc3ccc(CO)cc3)C2)c2ccccc21 | 0.7 | -1 | -5 | 1.1 | 5 | -4 | 0.8 | 0.5 | 51* | 1
CC(Sc1nnc(N)s1)c1ccccc1Cl (configuration not stated) | 1.1 | -1 | -8 | 1.1 | 9 | -2 | 1.3 | 1.1 | -6 | 1.1
Cc1cc(C)c2c(CC(=O)Nc3ccc(Cl)cn3)coc2c1 | 0.9 | -3 | -1 | 1 | -5 | -10 | 0.9 | 0.8 | 20 | 1.1
Nn1c(COc2ccccc2)nnc1SC(F)F | 0.9 | -4 | -2 | 1 | 0 | -9 | 0.9 | 0.9 | 8 | 1

Other results follow.
SMILES | PMI activator | Efa HMGR inh | TNAP inh hi DEA | TNAP act hi DEA | G6PDH CS | TNAP inh no acc | PMI act hi M6P | Diaph act CS | Diaph inh CS | FLuc stim CS
c1ccc(CNc2c3c(nc4ncnn24)CCCC3)nc1 | 0.9 | -1 | 1 | 1 | -1 | -128 | 0.9 | 0.9 | 10 | 1.1
Cc1ccc(CNC(=O)c2ccccc2CCc2ccccc2)cc1 | 0.8 | -2 | -6 | 1.1 | -24 | -10 | 0.8 | 0.8 | 20 | 1
COc1ccccc1N(CC(=O)N(c1ccccc1)C(C)C)S(=O)(=O)c1cccs1 | 0.9 | 0 | -10 | 1.1 | 3 | -15 | 0.9 | 0.9 | 15 | 1
COc1ccc(-c2nc(C#N)c(N3CCC(C(N)=O)CC3)o2)cc1OC | 0.9 | 0 | -4 | 1 | 4 | -8 | 1 | 1 | 4 | 1.1
Cc1noc(C)c1S(=O)(=O)N1CCN(Cc2ccc3c(c2)OCO3)CC1 | 0.9 | -2 | -2 | 1 | -1 | -15 | 0.9 | 0.8 | 21 | 1.1
COc1ccc(C(C(=O)NC2CCCC2)N(CC2CCCO2)C(=O)Cn2nnc(-c3ccc(C)o3)n2)cc1 (configuration not stated) | 0.9 | 6 | 0 | 1 | 1 | -5 | 0.9 | 0.8 | 17 | 1
O=C(NCC1CCCO1)C(c1cccs1)N(Cc1cccs1)C(=O)c1ccc(-c2ccccc2)[nH]1 (configuration not stated) | 0.8 | -1 | -5 | 1 | -22 | -7 | 0.8 | 1 | 0 | 1.1
Cc1cccc(N2CCN(C(=O)Cc3c(C(=O)O)[nH]c4ccc(Cl)cc34)CC2)c1C | 0.9 | -2 | -1 | 1 | 5 | -2 | 0.9 | 0.8 | 20 | 1
CC(C)n1c(N2CCN(C(=O)c3cccs3)CC2)nc2ccccc21 | 0.9 | -7 | -2 | 1 | -2 | -10 | 1 | 0.9 | 7 | 1.1
CCC(C)(C(=O)NC1CCCCC1)N(Cc1ccco1)C(=O)c1ccccn1 (configuration not stated) | 1 | -3 | -1 | 1 | 1 | -6 | 1 | 1 | 4 | 1
CCO[C@H]1OC(C(=O)N2CCN(Cc3ccccc3)CC2)=C[C@@H](C)[C@@H]1CCCO | 1 | -3 | -5 | 1.1 | 11 | -5 | 1 | 0.8 | 22 | 1
CCOCCCN1CC(C(=O)NCCc2ccccc2)CC1=O (configuration not stated) | 1 | -3 | -2 | 1 | 0 | -10 | 1 | 1 | -2 | 1
O=C(NCCSc1ccccc1)c1cncc(Br)c1 | 0.9 | -4 | -4 | 1 | -4 | -8 | 1 | 0.9 | 11 | 1
COCCn1c(SCC(=O)Nc2ccc(S(N)(=O)=O)cc2)nc2ccccc21 | 1 | -2 | 0 | 1 | 9 | -8 | 1 | 0.9 | 8 | 1.1
Cc1ccc(C(C(=O)NCc2ccco2)N(C(=O)CNC(=O)c2cccs2)c2ccc(C)cc2)cc1 (configuration not stated) | 1.1 | -7 | -1 | 1 | 1 | -9 | 1.1 | 1 | 3 | 1.1
Cc1ccc(C(=O)OCc2cn3ccccc3n2)cc1 | 1 | 2 | -7 | 1.1 | -30 | -8 | 1 | 1 | 4 | 1.1
Cc1ccc(OCC(=O)N/N=C2/SCC(=O)N2Cc2ccco2)cc1 | 1.2 | 1 | -6 | 1.1 | 6 | -10 | 1.1 | 1.2 | -23 | 1
COCCn1nnnc1CN1CCN2CCCC2C1 (configuration not stated) | 1 | -1 | 0 | 1 | 4 | -8 | 1.1 | 0.9 | 5 | 1
Cc1cc(C)c2c(NC(N)=S)n[nH]c2n1 | 0.8 | 8 | -2 | 1 | 14 | 0 | 1.1 | 0.9 | 14 | 1
O=C(COc1ccc2ccc(=O)oc2c1)N1CCN(c2ccccc2)CC1 | 1 | -15 | -2 | 1 | 14 | -10 | 0.9 | 0.9 | 12 | 1

8 neighbouring entries from above, quoted:
SMILES | PMI activator | Efa HMGR inh | TNAP inh hi DEA | TNAP act hi DEA | G6PDH CS | TNAP inh no acc | PMI act hi M6P | Diaph act CS | Diaph inh CS | FLuc stim CS
COc1ccc2cc(CN(CCCN3CCOCC3)Cc3nnnn3C3CCCCC3)c(=O)[nH]c2c1 | 1 | 5 | -7 | 1.1 | 5 | -10 | 1 | 1.1 | -9 | 1
CC(c1ccc(Cl)cc1)n1c(-c2ccc3ccccc3n2)n[nH]c1=S (configuration not stated) | 0.9 | 1 | 3 | 1 | 9 | 3 | 0.9 | 0.8 | 24 | 1.1
Cc1ccc(C2C(C(=O)c3cccs3)=C(O)C(=O)N2c2nnc(C)s2)cc1 (configuration not stated) | 1.4 | -1 | -4 | 1 | 10 | -15 | 1.3 | 1.1 | -9 | 1
Cc1ccc(-n2ncc(C#N)c2/N=C/N2CCOCC2)cc1 | 0.9 | -4 | 1 | 1 | -7 | -7 | 0.9 | 0.9 | 10 | 1
COCCNC(=O)/C(C#N)=C/c1ccc(OC(=O)c2cccs2)c(OC)c1 | 1 | -1 | 4 | 1 | 4 | -10 | 1 | 0.9 | 13 | 1.1
O=C(Cc1ccc(Cl)cc1)Nc1ccncc1 | 1 | 1 | -2 | 1 | 8 | -3 | 0.9 | 0.9 | 14 | 1.1
O=C(CSc1nnc(C2COc3ccccc3O2)o1)N1CCOCC1 (configuration not stated) | 1.2 | -2 | -10 | 1.1 | 2 | -16 | 1 | 0.9 | 6 | 1.1
CCc1nc2oc3ccccc3c(=O)c2c(=O)n1-c1ccccc1 | 0.9 | 1 | -1 | 1 | 8 | -4 | 1 | 0.9 | 5 | 1

Not a hit list; any-hit rate near 1.7%.
